SUMO Mot1 rescue – yeast Mot1-301 growth rescue at high temperature, primary screen, SUMOylation pathway inhibitor project, S. cerevisiae, ATP luminescence, 38.5C. S. cerevisiae Mot1-301 growth rescue; percent above DMSO median, 100 means doubled. growth rescue, % at 18.8 µM. 320,000 tested, 1% active. AID 2716, 2010;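 active = every valid replicate shows activation above 250% relative to neutral control wells; inactive = the rest, any valid replicate at or below 250%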;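 also: OY570 slx delta 5 strain wells were the positive control but not used for scaling; some compounds called inactive have numbers as strong as hits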
AddAB inh – growth inhibition of E. coli expressing H. pylori AddAB, primary screen, AddAB inhibitor project, absorbance; inhibition, % at 11.9 µM; 330,000 tested, 0.29% active; in the data active = inhibition above about 12%;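 also: 0% = vehicle wells of infected cells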
E coli growth – E. coli V3065 growth inhibition, primary screen, counter-screen for AddAB inhibitor project, absorbance, OD600; 18 h; inhibition, % at 11.9 µM; 330,000 tested, 0.27% active;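 active = inhibition above the campaign's mean inhibition across all tested compounds plus 3 SD, cut at about 9.9% in these data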;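 also: uninfected addAB+ strain grown without phage in ampicillin broth; 0% = DMSO wells and 100% = ciprofloxacin 0.95 µg/ml wells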
phage Ecoli inh – growth loss of phage-infected E. coli, primary screen, RecBCD inhibitor project, absorbance, with phage, HTS; 360,000 tested, 0.26% active; inhibition, % at 11.9 µM; in the data active = inhibition above about 11%
Starred values were filed as active, the others as inactive; · = no result given. These rows are one share of the data (hit frequency here may not be typical).

Value order: SUMO Mot1 rescue	AddAB inh	E coli growth	phage Ecoli inh
> COCCCNc1ccn2nc(-c3cccc(Cl)c3)cc2n1
→ ·	·	·	3.4
> COc1ccc2oc(-c3ccccc3)cc(=O)c2c1
→ ·	·	·	0.7
> CCOc1ccc(Cl)cc1-c1cc(C(=O)NCc2cccc(C(F)(F)F)c2)[nH]n1
→ ·	·	·	3.4
> CCCCCc1c(-c2ccccc2)ncn1CCc1ccccc1OC
→ ·	·	·	0.9
> CCOC(=O)C1=CCN(S(=O)(=O)c2ccc(C)cc2)C1c1cccc2ccccc12 (stereo unspecified)
→ ·	·	·	1.8
> Cc1csc(-c2nc3ccccc3n2C(C)c2nc3ccccc3[nH]2)c1 (stereo unspecified)
→ ·	·	·	-0.9
> O=C(NCc1cccs1)C1Cc2c(-c3ccc(Cl)cc3)ccnc2O1 (stereo unspecified)
→ ·	·	·	2.9
> COc1ccccc1CCn1cnc(-c2ccc(Cl)cc2)c1CC(C)C
→ ·	·	·	0.8
> O=C(NC1CCCCC1)C(c1ccccc1F)n1c(=O)c(-c2ccco2)nc2ccccc21 (stereo unspecified)
→ ·	·	·	3.2
> O=C(Nc1ccccc1Cl)c1cc(C2CCCN(C(=O)c3cccc(O)c3)C2)on1 (stereo unspecified)
→ ·	·	·	1.6
> Cc1cc(N2CCN(C(C(=O)NC3CCCC3)c3ccc(-c4ccccc4)cc3)CC2)c2ccccc2n1 (stereo unspecified)
→ ·	·	·	7.3
> CN1CCN(C(=O)c2ccc(-c3ccc(F)c(F)c3)c3ccoc23)CC1
→ ·	·	·	4.1
> O=C(Nc1ccc(F)c(Cl)c1)c1cc(C2CCCCN2C(=O)CCc2ccccc2)on1 (stereo unspecified)
→ ·	·	·	0.1
> COC(=O)[C@@]12C[C@@H](CC(=O)NCc3cccc(C(F)(F)F)c3)C(=O)N(Cc3ccco3)C1=CCC(C)(C)C2
→ ·	·	·	0.5
> CCCCn1nnnc1C(c1cc2ccccc2o1)N(C)Cc1ccccc1 (stereo unspecified)
→ ·	·	·	4.1
> COc1ccc2c(c1)[C@@]1(OCCC=C[C@H]1C)C(=O)N2CC1CC1
→ ·	·	·	-0.3
> CS(=O)(=O)Nc1cccc(NC(=O)c2ccc(-n3ccnc3)c3ccoc23)c1
→ ·	·	·	0.8
> CCCC(C)(C)C(=O)N1CCC1(C)C(=O)NS(=O)(=O)c1cccc(Cl)c1 (stereo unspecified)
→ ·	·	·	1.9
> O=C1c2ccccc2C(c2nnnn2Cc2ccccc2)N1C1CC1 (stereo unspecified)
→ ·	·	·	0.9
> CCOC1=C2CN(S(=O)(=O)c3ccc(C)cc3)C(c3cccc(Cl)c3)CC2N(S(=O)(=O)c2ccc(C)cc2)C(c2ccncc2)C1 (stereo unspecified)
→ ·	·	·	1.3
> CC(=O)C[C@@H]1OC[C@H](C)N1S(=O)(=O)c1ccc(C)cc1
→ ·	·	·	0.7
> C[C@H]1CN([C@@H](C)CO)S(=O)(=O)c2ccc(Br)cc2O[C@H]1CN(C)C(=O)Cc1ccncc1
→ ·	·	·	1.2
> COc1ccc(CN2C[C@@H](CO)O[C@@H](n3cnc4c(N5CCN(c6ccccc6)CC5)ncnc43)C2)cc1
→ ·	·	·	2.8
> CC(=O)Nc1cc(-c2ccc(N3CCN(C)CC3)cc2)cn2c(-c3cccc(C(C)=O)c3)cnc12
→ ·	·	·	-0.1
> CCCCOCC1CN(CCCC)S(=O)(=O)c2c(Oc3ccc(F)cc3)cccc2O1 (stereo unspecified)
→ ·	·	·	6.0
> Nc1ccn([C@@H]2O[C@H](C(=O)Nc3ccc(Oc4ccccc4)nc3)[C@@H](O)[C@H]2O)c(=O)n1
→ ·	·	·	5.4
> CC(=O)Nc1cccc(-c2cc(N3CCN(CCO)CC3)n3nccc3n2)c1
→ ·	·	·	3.5
> CCCc1nc2ccc(Cl)cn2c1Cc1ccc(C)cc1
→ ·	·	·	-0.4
> C[N+](=O)C1C(=O)Nc2ccccc21 (stereo unspecified)
→ ·	·	·	4.1
> CC(=O)Nc1cccc(-c2ccnc3c2CC(C(=O)NCCN(C)C)O3)c1 (stereo unspecified)
→ ·	·	·	1.8
> COc1ccc(C(O)c2nc(-c3ccccc3OC)cs2)cc1 (stereo unspecified)
→ ·	·	·	3.5
> CCCNC(=O)C1(C)CCN(C(=O)COCc2ccccc2)C1 (stereo unspecified)
→ ·	·	·	2.5
> OC[C@H]1O[C@@H](c2nc(-c3ccccc3Br)no2)[C@H](O)[C@@H](O)[C@H]1O
→ ·	·	·	0.4
> COC(=O)c1cccc(CN2C(=O)C(C)Sc3ccc(C#N)cc32)c1 (stereo unspecified)
→ ·	·	·	3.6
> COc1ccc(-c2cnc3c(NC(C)=O)cc(-c4cccc(C(=O)NCCO)c4)cn23)cc1OC
→ ·	·	·	2.5
> CC(C)Nc1nc(NCCN2CCNC2=O)c2sccc2n1
→ ·	·	·	5.9
> COc1ccccc1CNC(=O)c1cc(-c2ccc(F)cc2OC)n[nH]1
→ ·	·	·	1.2
> O=C1CCCCCC(=O)[C@H](O)C[C@H](c2ccccc2)O1
→ ·	·	·	2.5
> COc1ccc(NC(=O)C2Cc3c(-c4cccc(NC(C)=O)c4)ccnc3O2)cn1 (stereo unspecified)
→ ·	·	·	2.4
> COc1ccc(C(O)c2nc(-c3cccc(CO)c3)cs2)cc1 (stereo unspecified)
→ ·	·	·	1.6
> OC(c1ccccc1)C1(c2ccccc2)CCN(Cc2ccccc2)CC1 (stereo unspecified)
→ ·	·	·	6.5
> CCc1nc2ccc(C(=O)NCc3cccs3)cn2c1N(CC)CCN(C)C
→ ·	·	·	0.1
> CCCCNC(=O)C1c2ccccc2OCC(=O)N1CCc1ccc(OC)c(OC)c1 (stereo unspecified)
→ ·	·	·	2.1
> Cc1cccc(CN2CCN(C3CN(CCc4ccccc4)S(=O)(=O)C3)CC2)c1 (stereo unspecified)
→ ·	·	·	0.9
> COc1ccc(C(O)c2nc(-c3ccc4ccccc4c3)cs2)cc1 (stereo unspecified)
→ ·	·	·	1.2
> C[C@@H]1C=CCCO[C@]12C(=O)N(Cc1ccc(F)cc1)c1cccc(Br)c12
→ ·	·	·	2.3
> CC(C)N(C)c1ncnc2c1ncn2[C@H]1CN(Cc2ccco2)C[C@@H](CO)O1
→ ·	·	·	2.5
> CCCCN(C)C(=O)c1sc(=O)n(Cc2ccccc2C#N)c1C
→ ·	·	·	3.5
> COc1ccccc1Cn1c(C)c(C(=O)NCc2cccc(C)c2)sc1=O
→ ·	·	·	2.3
> CC1(C(=O)Nc2cccc(C(F)(F)F)c2)Cc2c(-c3cccc(C(F)(F)F)c3)ccnc2O1 (stereo unspecified)
→ ·	·	·	3.6
> COCCNC(=O)C1(C)CCCN(C(=O)c2ccc(F)cc2Cl)C1 (stereo unspecified)
→ ·	·	·	1.3
> COC(=O)c1ccc(N2C(c3cc(OC)cc(OC)c3)=Cc3ccc(OC)cc3C2CC(=O)c2ccco2)cc1 (stereo unspecified)
→ ·	·	·	1.0
> O=C(NC1CCCCC1)C1c2ccccc2OCC(=O)N1C1CC1 (stereo unspecified)
→ ·	·	·	-0.7
> CC1(C(=O)NS(=O)(=O)c2ccc(C#N)cc2)CCN1C(=O)CC1CC1 (stereo unspecified)
→ ·	·	·	2.3
> CCCCNC(=O)C1(C)CCN1C(=O)c1cc(C)n(C(C)(C)C)n1 (stereo unspecified)
→ ·	·	·	1.1
> CN1OC[C@@H]2CN3C(=NCCc4ccccc4)Sc4ccccc4[C@@H]3C[C@@H]21
→ ·	·	·	2.2
> COc1ccc(-c2csc(C(O)c3ccc(F)cc3)n2)cc1 (stereo unspecified)
→ ·	·	·	1.6
> CCOC(=O)/C=C/c1cccc(C)c1O
→ ·	·	·	3.2
> CC(C)c1ccc(NC(=O)Nc2nc(C(N)C3CCCCC3)cs2)cc1 (stereo unspecified)
→ ·	·	·	-0.6
> CCc1nc2ccc(C(=O)Nc3cccc(OC)c3)cn2c1N(CCC(C)C)CCN(C)C
→ ·	·	·	0.6

15 compounds out of the list, sorted by SMILES length, rising.
Value order: SUMO Mot1 rescue	AddAB inh	E coli growth	phage Ecoli inh
> COc1ccc(C(O)c2nc(-c3ccccc3OC)cs2)cc1 (stereo unspecified)
→ ·	·	·	3.5
> CCCNC(=O)C1(C)CCN(C(=O)COCc2ccccc2)C1 (stereo unspecified)
→ ·	·	·	2.5
> O=C(NC1CCCCC1)C1c2ccccc2OCC(=O)N1C1CC1 (stereo unspecified)
→ ·	·	·	-0.7
> CCCCN(C)C(=O)c1sc(=O)n(Cc2ccccc2C#N)c1C
→ ·	·	·	3.5
> O=C1CCCCCC(=O)[C@H](O)C[C@H](c2ccccc2)O1
→ ·	·	·	2.5
> OC(c1ccccc1)C1(c2ccccc2)CCN(Cc2ccccc2)CC1 (stereo unspecified)
→ ·	·	·	6.5
> CC(C)c1ccc(NC(=O)Nc2nc(C(N)C3CCCCC3)cs2)cc1 (stereo unspecified)
→ ·	·	·	-0.6
> CCCCNC(=O)C1(C)CCN1C(=O)c1cc(C)n(C(C)(C)C)n1 (stereo unspecified)
→ ·	·	·	1.1
> CCCCNC(=O)C1c2ccccc2OCC(=O)N1CCc1ccc(OC)c(OC)c1 (stereo unspecified)
→ ·	·	·	2.1
> Cc1cccc(CN2CCN(C3CN(CCc4ccccc4)S(=O)(=O)C3)CC2)c1 (stereo unspecified)
→ ·	·	·	0.9
> COc1ccc(NC(=O)C2Cc3c(-c4cccc(NC(C)=O)c4)ccnc3O2)cn1 (stereo unspecified)
→ ·	·	·	2.4
> CN1OC[C@@H]2CN3C(=NCCc4ccccc4)Sc4ccccc4[C@@H]3C[C@@H]21
→ ·	·	·	2.2
> COc1ccc(-c2cnc3c(NC(C)=O)cc(-c4cccc(C(=O)NCCO)c4)cn23)cc1OC
→ ·	·	·	2.5
> CC1(C(=O)Nc2cccc(C(F)(F)F)c2)Cc2c(-c3cccc(C(F)(F)F)c3)ccnc2O1 (stereo unspecified)
→ ·	·	·	3.6
> COC(=O)c1ccc(N2C(c3cc(OC)cc(OC)c3)=Cc3ccc(OC)cc3C2CC(=O)c2ccco2)cc1 (stereo unspecified)
→ ·	·	·	1.0

Next section
Value order: SUMO Mot1 rescue	AddAB inh	E coli growth	phage Ecoli inh
> C/C=C/c1cccc(-c2nc(C(=O)NC3CCCC3)cc3c2[C@@H](CCO)N(S(=O)C(C)(C)C)C3)c1 (stereo partly specified)
→ ·	·	·	4.5
> O=C(/C=C/[C@H]1O[C@@H](n2ccc(=O)[nH]c2=O)[C@H](O)[C@@H]1O)NCc1ccco1
→ ·	·	·	2.7
> CCN(CC)c1ccc2nc3c4ccccc4c(=O)cc-3oc2c1
→ -10.8	·	·	0.6
> CSc1nc(NCCCN(C)C)c2c3c(sc2n1)CN(C)CC3
→ -1.0	·	·	1.0
> COc1ccc(S(=O)(=O)N2CCN(C(=O)COc3ccc4c(C)cc(=O)oc4c3)CC2)cc1
→ -9.5	·	·	1.2
> Cc1ccc(S(=O)(=O)NCC2CCC(C(=O)NCCCOC(C)C)CC2)cc1 (stereo unspecified)
→ ·	-0.8	-0.3	·
> Cc1ccc(OCCCC(=O)NCc2ccco2)c(C)c1
→ ·	1.1	2.2	·
> O=C(CC1Nc2ccccc2NC1=O)Nc1ccccc1NC(=O)CC1Nc2ccccc2NC1=O (stereo unspecified)
→ ·	-2.5	-0.8	·
> COc1ccc(CCC(=O)Nc2nc(-c3ccncc3)cs2)cc1
→ ·	-1.4	-2.5	·
> COc1ccc(Cn2c(-c3ccc(OC)cc3)nc3c(c(=O)c4ccccc4n3C)c2=O)cc1
→ ·	-0.2	-2.2	·
> N/C(=N\OC(=O)COc1ccc2ccccc2c1Br)c1ccncc1
→ ·	-0.9	1.0	·
> O=C(CSc1nnc(-c2ccc(Cl)cc2)n1-c1ccc(Cl)cc1)N/N=C/c1ccccc1C(=O)O
→ ·	0.9	-0.7	·
> O=c1c2ccccc2nnn1CSc1nnc2sc3ccccc3n12
→ ·	-1.3	-0.5	·
> COc1ccccc1NC(=O)C1C2C=CC(O2)C1C(=O)O (stereo unspecified)
→ ·	-1.6	-2.1	·
> O=C(Nc1cccc(F)c1)c1c(O)c2cccc3c2n(c1=O)CCC3
→ ·	0.3	3.0	·
> COc1ccccc1C1C=C(c2ccc(Cl)cc2)Nc2nc(NS(C)(=O)=O)nn21 (stereo unspecified)
→ ·	-0.7	-0.6	·
> COc1cccc2cc(C(N)=O)/c(=N/NC(=O)COc3ccc(Cl)cc3)oc12
→ ·	-0.3	0.9	·
> CCOC(=O)c1[nH]c(COC(=O)CCCOc2ccccc2)c(C(=O)OCC)c1C
→ ·	1.6	1.4	·
> N#Cc1c(N)sc(=S)c2c1CCN(Cc1ccccc1)C2
→ ·	-2.2	1.9	·
> CC1C(c2ccccc2)=NNc2nc3c(c(=O)n(C)c(=O)n3C)n21 (stereo unspecified)
→ -15.5	0.0	3.9	·
> CC1=C(C(=O)OCc2ccccc2)C(c2ccc(Cl)cc2Cl)NC(=O)N1CCCCCC(=O)O (stereo unspecified)
→ 14.5	3.1	1.3	·

High-throughput results deposited in PubChem by several laboratories.
